Compound activity from PubChem BioAssay.
PI4K2A inh = blocks human PI4K2A kinase activity | purified PI4K2A, ADP-Glo luminescence, 1 h; stronger effect = lower value | activity change, negative = inhibition, % at 76.9 µM | 420,000 tested, 0.13% active; in the data active means activity change below about -50%; inconclusive means mostly about -30% to -49%;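 further: -100% = wells without enzyme as full effect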
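ADP-Glo luminescence measured ADP generated by PI4K2A enzyme (4 ug/mL before mixing) with 1.2 mM PI substrate (pre-mix) and 300 microM ATP (pre-mix). Tris pH7.5 buffer with MgCl2, Triton X-100; 1 h reaction at ambient temperature.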
ERG Ets-DNA blk = blocks human ERG Ets domain binding to DNA. P11308. fluorescence polarization, His-ERG Ets domain / labelled DNA. Potency, µM (doses to about 76.9 µM), inactives show at the highest dose FP activity, negative = inhibition, usual class: inhibitors. 370,000 tested, 0.028% active. AID 624246; active means well fitted inhibition curve with a large enough effect in the polarisation, with a control signal flat; inconclusive means small, poorly fitted or top-dose-only effect, or effect the other way, or a change in a side signal; inactive means no such curve, though single readings can be large or run the other way; the % refers to the polarisation;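 further: polarization taken with two DNA probes labelled with fluorescein and Texas red; potency means the concentration at half of the fitted maximal effect; % of control where 0% means no effect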
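His-tagged ERG Ets domain (1 uM in the protein solution; 300mM KCl, 50mM Tris-HCl, 1mM EDTA, 1mM DTT, pH 7.5) received compound, then a probe mix of 5 nM fluorescein-DNA and 100nM Texas-615-DNA. Fluorescence polarization was read for both dyes.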
GLS inhibitor = glutaminase GLS (human) inhibition. Potency, µM (highest dose often 45.5 µM), inactives show at the highest dose activity change, negative = inhibition, hits mostly inhibitors. AID 624170. O94925. 410,000 tested, 0.21% active. GLS enzymatic activity, qHTS titration; further: potency means the concentration at half of the fitted maximal effect; on the % scale 0 is the no-effect control and ±100 the full control effect
Target sequence (O94925 whole entry, looked up): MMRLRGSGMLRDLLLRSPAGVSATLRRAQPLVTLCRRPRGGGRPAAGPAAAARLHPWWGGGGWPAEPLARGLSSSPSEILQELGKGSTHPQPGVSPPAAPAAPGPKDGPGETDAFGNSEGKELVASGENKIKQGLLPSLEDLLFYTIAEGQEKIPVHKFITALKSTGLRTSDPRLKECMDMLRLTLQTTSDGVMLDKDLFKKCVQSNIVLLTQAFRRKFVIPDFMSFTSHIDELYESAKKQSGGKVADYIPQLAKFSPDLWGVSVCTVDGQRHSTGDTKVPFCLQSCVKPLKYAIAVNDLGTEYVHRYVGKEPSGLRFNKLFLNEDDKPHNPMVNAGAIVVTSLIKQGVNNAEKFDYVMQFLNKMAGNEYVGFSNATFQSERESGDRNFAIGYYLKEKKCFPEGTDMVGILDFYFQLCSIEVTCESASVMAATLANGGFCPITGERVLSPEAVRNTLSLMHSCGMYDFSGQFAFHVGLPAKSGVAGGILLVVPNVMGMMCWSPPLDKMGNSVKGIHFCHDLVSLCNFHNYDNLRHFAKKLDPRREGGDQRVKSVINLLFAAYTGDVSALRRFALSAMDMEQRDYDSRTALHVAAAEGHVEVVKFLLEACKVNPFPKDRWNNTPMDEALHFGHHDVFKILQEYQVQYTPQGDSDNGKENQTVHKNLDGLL
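Enzyme dispensed in phosphate buffer (45 mM, pH 8.2, 0.02% Tween-20), compounds pinned in, then 1 mM L-glutamine solution and the glutamate oxidase–HRP–Amplex Red mix added; fluorescence read immediately and again after 30 min at room temperature.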
PGK inhibitor = T. brucei PGK inhibition; PGK/GAPDH coupled, Kinase-Glo luminescence, 60 min; P07378; 380,000 tested, 0.043% active; Potency, µM (series often up to 57.5 µM), for inactives: top-dose activity change, negative = inhibition, usual class: inhibitors; AID 602233; further: potency means the concentration at half of the fitted maximal effect; on the % scale 0 is the no-effect control and ±100 the full control effect; nearly all actives have a fitted effect of over 60% in size
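Luminescent ATP detection (Kinase-Glo Plus) follows a 60-minute room-temperature incubation, with wells lacking PGK as controls. Buffer: 100 mM TEA (pH 7.6), 5 mM MgCl2, 0.01% Tween-20. Coupling enzyme GAPDH (100 nM final) supplies unstable 1,3-BPG in-well.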
HP1b chromo inh = HP1-beta chromodomain-methylated histone interaction inhibition; AlphaScreen HP1-beta / biotin-H3K9me3 peptide binding; 390,000 tested, 0.56% active; Potency, µM (top dose mostly 114 µM), inactives show at the highest dose activity change, negative = inhibition, most hits filed as inhibitors; P83916; further: potency means the concentration at half of the fitted maximal effect; nearly all actives have a fitted effect of over 70% in size; inactives centre near 23
Target sequence (P83916 whole entry, looked up): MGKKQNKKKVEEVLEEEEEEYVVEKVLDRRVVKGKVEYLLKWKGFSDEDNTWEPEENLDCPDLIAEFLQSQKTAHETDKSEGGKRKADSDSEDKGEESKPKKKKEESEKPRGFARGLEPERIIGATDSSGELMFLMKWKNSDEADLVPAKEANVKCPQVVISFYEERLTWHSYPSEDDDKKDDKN
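AlphaScreen: HP1-beta (50 nM) preformed 30 min with biotin-H3(1-18)K9me3 peptide (50 nM) in PBS pH 7.4, 0.01% Tween-20. Compound added for 30 min at RT, then streptavidin donor/nickel chelate acceptor beads (10 ug/mL) for 30 min.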
Pin1 inh = human Pin1 inhibition | Q13526 | Pin1 FP peptide displacement, HiFluor488, 10 min | Potency, µM (series often up to 115 µM), for inactives: at the top dose activity, negative = inhibition, hits mostly inhibitors | 390,000 tested, 0.009% active; active means well fitted inhibition curve with a large enough effect in the polarisation, with a control signal flat, not every such curve was filed as active; inconclusive means small, poorly fitted or top-dose-only effect, or effect the other way, or a change in a side signal; inactive means no such curve, though single readings can be large or run the other way; the % refers to the polarisation; further: potency means the concentration at half of the fitted maximal effect; on the % scale 0 is the no-effect control and ±100 the full control effect
Target sequence (Q13526 whole entry, looked up): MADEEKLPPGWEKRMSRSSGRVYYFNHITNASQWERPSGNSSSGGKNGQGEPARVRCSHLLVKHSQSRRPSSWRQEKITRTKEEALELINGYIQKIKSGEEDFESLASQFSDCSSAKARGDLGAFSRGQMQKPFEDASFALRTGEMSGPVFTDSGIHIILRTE
JMJD2A Tudor inh = inhibitors of human JMJD2A Tudor domain. 390,000 tested, 4.4% active. Potency, µM (titrated, usually from 114 µM), without a hit: at the highest dose activity change, negative = inhibition, actives largely listed as inhibitors. AlphaScreen JMJD2A-Tudor / H3K4me3 peptide binding; further: potency means the concentration at half of the fitted maximal effect; on the % scale 0 is the no-effect control and ±100 the full control effect; nearly all actives have a fitted effect of over 50% in size
G9a inh = inhibitors of human histone lysine methyltransferase G9a. 350,000 tested, 8.8% active. Q96KQ7. G9a H3K9 monomethylation, AlphaScreen, 2 h. Potency, µM (titrated, usually from 102 µM), inactives show at the highest dose activity, negative = inhibition, usual class: inhibitors. AID 504332; further: potency means the concentration at half of the fitted maximal effect; on the % scale 0 is the no-effect control and ±100 the full control effect; nearly all actives have a fitted effect of over 75% in size
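AlphaScreen read-out: biotin-H3K9 peptide (500 nM) methylation by 20 nM enzyme with 20 uM SAM, 2 h at room temperature after 15 min compound preincubation; anti-monomethyl H3K9 antibody plus donor/acceptor beads, 10 min dark.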
BAZ2B block = inhibitors of human BAZ2B bromodomain; AlphaScreen BAZ2B-H3K14Ac peptide displacement; Potency, µM (highest dose often 114 µM), for inactives: top-dose activity change, negative = inhibition, actives largely listed as inhibitors; 360,000 tested, 4.4% active; AID 504333; further: potency means the concentration at half of the fitted maximal effect; on the % scale 0 is the no-effect control and ±100 the full control effect; nearly all actives have a fitted effect of over 60% in size
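AlphaScreen luminescence quantifies BAZ2B engagement of H3K14Ac peptide; the protein and biotinylated peptide are both at 50 nM final, buffer PBS pH 7.4 with 0.01% Tween-20, all steps at room temperature.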
Starred values were filed as active, the others as inactive; i = inactive; ? = inconclusive; . = no result given; [ ] = another dose, or the depositor's remark. Unless noted, the call rests on the fitted dose curve; in most records, active means well fitted curve in the direction sought with a large enough effect; inconclusive means small, poorly fitted or top-dose-only effect, or another doubt; inactive means no such curve, though single readings can be large; an effect the other way counts as inactive or inconclusive. No enrichment for hits, and some 11% of all compounds hit somewhere here.

SMILES	PI4K2A inh	ERG Ets-DNA blk	GLS inhibitor	PGK inhibitor	HP1b chromo inh	Pin1 inh	JMJD2A Tudor inh	G9a inh	BAZ2B block
Cc1ccc(CN2CCN(Cc3cnn(-c4ccc(Cl)cc4)c3)CC2CCO)o1 (centres undefined)	3	-6%	-4%	-3%	37%	-1%	-19%	.	?
O=C(NCc1ccco1)c1ccc(CS(=O)Cc2ccc(Cl)cc2)o1 (centres undefined)	0	0%	0%	-3%	23%	0%	-8%	17%	-16%
COc1ccc(Cl)cc1-n1nnc(-c2nc(-c3ccc4c(c3)OCO4)no2)c1C	-1	0%	-1%	.	-4%	?	-16%	0%[59 µM]	1%
Cc1cc(NC(=O)c2cnn3c(C(F)(F)F)cc(-c4ccccc4)nc23)no1	-2	.	6%	-8%	-15%	-1%	-30%	11%[2.33 µM]	6%
S=c1[nH]nc(C2CCCCC2)n1/N=C/c1ccco1	-2	-14%	-4%	i	-5%	-4%	13µM*	1.4µM*	-9%
Cc1nn(Cc2ccccc2Cl)c(C)c1C(=O)Nc1nnc(C2CC2)s1	-12	8%	13%	-1%	8%	-6%	3%	11%	-8%
CNC(=O)N1c2ccccc2CCc2ccccc21	0	-4%	6%	-2%	33%[activator]	-1%	-6%	.	6%
O=C(Cn1[nH]c(=O)c2ccccc2c1=O)OCC(=O)N(Cc1ccccc1)Cc1ccccc1	-7	-4%	-1%	-4%	-3%	9%	-27%	0%	-2%
O=C(COC(=O)c1cc(S(=O)(=O)N2CCOCC2)ccc1O)Nc1ccc2c(c1)OCO2	6	0%	4%	-4%	13%	3%	-29%	.	.
CC1(C)N=C(c2cccc(F)c2)C(=O)N1	1	-1%	3%	-2%	20%	0%	-4%	-20%	-26%
Cc1cc(C(=O)N/N=C/c2ccc(OC(=O)c3ccccc3Br)cc2)n[nH]1	1	1%	2%	-10%	3%	-2%	-13%	14%	-18%
COc1ccc(/C=C(\NC(=O)c2ccccc2)C(=O)NCc2ccco2)cc1	-1	0%	-7%	-3%	22%	-9%	-10%	39%[activator]	1%
Cc1cc(NC(=O)/C=C/c2ccccc2Cl)no1	-8	-10%	-1%	-7%	16%	?	-22%	-11%[59 µM]	5%
O=[N+]([O-])c1cccc2ccc(/C=C/c3ccc(C(F)(F)F)cc3)nc12	-2	-3%	0%	-7%	-20%	5%	?	35µM*	-6%
Cc1cccc(-n2cc(-c3ccccc3)c3c(NC(C)C)ncnc32)c1	-22	0%	-4%	-3%	18%	-14%	-22%	-28%[59 µM]	-23%
CCCn1c(SCC(=O)c2ccc3c(c2)OCCO3)n[nH]c1=O	2	10%	-7%	5%	45%[activator]	1%	-7%[57.1 µM]	11%	.
COc1cccc(-c2nc3ccccc3s2)c1O	-3	0%	1%	3%	48%[activator]	?	-1%	.	-16%
CC1CCCCN1CC(=O)Nc1sccc1C#N (centres undefined)	-9	0%	26%	-4%	21%	7%	-32%	12%	1%
C#CCOCCOCCOCCNc1nc(N2CCN(C(=O)Cn3cc(CC(C)O)nn3)CC2)nc(N2CCN(C(=O)[C@H](CCCCN)n3cc(CCCC)nn3)CC2)n1 (some centres undefined)	-1	-4%	-7%	-3%	28%	-1%	-10%	.	.
NC(=O)c1c(NC(=O)c2ccccc2)sc2c1CCCC2	0	-11%	-1%	-5%	23%	-1%	-7%	.	10%
CC(=O)NC(C)c1cc(F)c2cccnc2c1O (centres undefined)	-10	.	13%	0%	37%	-5%	79µM*	?	22µM*
Cc1c(CN(C)C(=O)c2cc(-c3ccccc3)nc3ccc(Br)cc23)cnn1C	1	4%	-4%	4%	34%	-1%	-8%	-2%[59 µM]	1%[57.1 µM]
CC(=O)Nc1ccc(S(=O)(=O)N2CCCC2C(=O)O)cc1 (centres undefined)	-3	.	-7%	.	23%	2%	-4%	20%[59 µM]	-4%
Nc1ccccc1SCc1cc([N+](=O)[O-])cc2c1OCOC2	3	4%	1%	-14%	-10%	-5%	?	.	?
Cc1cccc(OCCC(=O)NCC(c2ccco2)N2CCCCC2)c1 (centres undefined)	8	-9%	3%	-2%	26%	-14%	-4%	30%	-9%

Additional records follow:
SMILES	PI4K2A inh	ERG Ets-DNA blk	GLS inhibitor	PGK inhibitor	HP1b chromo inh	Pin1 inh	JMJD2A Tudor inh	G9a inh	BAZ2B block
Cc1ccccc1-c1nc(-c2ccccn2)no1	-51*	6%	-9%	?	45%[activator]	-6%	10%	33%	0%
C=CCN(CC(=O)NC1CC1)S(=O)(=O)c1cccc(C(F)(F)F)c1	1	4%	-6%	i	42%[activator]	0%	-2%	.	.
Cc1nn(CC2CC2)c(=O)n1-c1ccc(F)cc1	0	-3%	-8%	-3%	29%	-1%	9%	9%	0%
Cc1ccc2cccc(OCC(=O)N(C)CC(=O)Nc3ccc(F)cc3)c2n1	0	5%	2%	-3%	28%	-12%	-2%	22%[59 µM]	-4%
Cc1ccc(S(=O)(=O)Nc2ccc3c(c2)nc(CCN2CCN(c4ccccn4)CC2)n3C)cc1	-3	2%	-5%	i	15%	-3%	-41%	?	-32%
COc1cc2c(cc1OC)C(c1cc3ccccc3oc1=O)=NC(C)(C)C2	-2	5%	5%	i	6%	-6%	-9%	10%[59 µM]	-19%
CCOC(=O)N1CCN(c2nc(=S)n(-c3ccccc3)c(C)c2C(C)=O)CC1	-15	1%	-1%	0%	33%	-7%	-27%	?	-3%
CC(C)Cc1nc(SCC(=O)NCc2ccccc2)n[nH]1	-4	2%	-13%	-4%	44%[activator]	-10%	8%	?	-4%
COc1ccc(C(=O)N/N=C/c2ccc(OC)c(CN3CCCc4ccccc43)c2)cc1	-5	3%	-9%	-1%	-2%	4%	?	?	?
COc1cccc(Cn2c(N)c(C#N)c3nc4ccccc4nc32)c1OC	-2	8%	7%	-5%	68%[activator]	?	4%	-2%	12%
CCOC(=O)c1ccc(NC(=S)N2CCSC2c2ccc(Cl)cc2)cc1 (centres undefined)	4	-1%	16%	4%	26%	8%	-18%	-13%[59 µM]	10%
COc1ccc(N2CCN(C(=O)Cc3ccc(Cl)cc3)CC2)cc1	-4	5%	3%	-2%	-8%	-3%	-34%	50µM*	?
CCOC(=O)c1ccc(CNC(=O)c2cc(C(C)(C)C)oc2C)o1	-1	5%	1%	-5%	29%	-2%	-34%	?	-28%
COc1cccc2cc(-c3nc4sc5c(c4c(=O)[nH]3)CCC(C(C)(C)C)C5)c(=O)oc12 (centres undefined)	2	4%	-14%	7%	20%	0%	-2%	-19%[59 µM]	-37%
C/C(CC(=O)Nc1cccc(C(F)(F)F)c1)=N\NC(=O)c1ccncc1	7	6%	?	-6%	15%	-5%	-17%	?	1%
COC(=O)c1ccc(COc2ccc(C=O)cc2OC)o1	-6	-2%	-4%	3%	26%	-5%	-7%	-8%	-3%
CCN(CC)C(=O)CSc1nc2cc3c(cc2c(=O)n1Cc1ccc2c(c1)OCO2)OCO3	-1	-9%	-9%	-1%	25%	-12%	-6%	4%[12.7 µM]	9%
O=C(N/N=C/c1cc2c(cc1Br)OCO2)c1cccnc1	0	10%	5%	-10%	8%	1%	-22%	20%	9%
Cc1ccc(S(=O)(=O)N2CCCc3cc(NS(=O)(=O)c4ccc(F)cc4)ccc32)cc1	-2	-5%	3%	-9%	41%	1%	-9%	-18%[59 µM]	-22%
CCN(CC)CCn1nc(C)nc1-c1ccccc1O	-7	6%	20%	.	2%	1%	-33%	?	?

As a working copy, part of the list above.
SMILES	PI4K2A inh	ERG Ets-DNA blk	GLS inhibitor	PGK inhibitor	HP1b chromo inh	Pin1 inh	JMJD2A Tudor inh	G9a inh	BAZ2B block
CCOC(=O)c1ccc(NC(=S)N2CCSC2c2ccc(Cl)cc2)cc1 (centres undefined)	4	-1%	16%	4%	26%	8%	-18%	-13%[59 µM]	10%
COc1ccc(N2CCN(C(=O)Cc3ccc(Cl)cc3)CC2)cc1	-4	5%	3%	-2%	-8%	-3%	-34%	50µM*	?
CCOC(=O)c1ccc(CNC(=O)c2cc(C(C)(C)C)oc2C)o1	-1	5%	1%	-5%	29%	-2%	-34%	?	-28%
COc1cccc2cc(-c3nc4sc5c(c4c(=O)[nH]3)CCC(C(C)(C)C)C5)c(=O)oc12 (centres undefined)	2	4%	-14%	7%	20%	0%	-2%	-19%[59 µM]	-37%
C/C(CC(=O)Nc1cccc(C(F)(F)F)c1)=N\NC(=O)c1ccncc1	7	6%	?	-6%	15%	-5%	-17%	?	1%
COC(=O)c1ccc(COc2ccc(C=O)cc2OC)o1	-6	-2%	-4%	3%	26%	-5%	-7%	-8%	-3%
CCN(CC)C(=O)CSc1nc2cc3c(cc2c(=O)n1Cc1ccc2c(c1)OCO2)OCO3	-1	-9%	-9%	-1%	25%	-12%	-6%	4%[12.7 µM]	9%
O=C(N/N=C/c1cc2c(cc1Br)OCO2)c1cccnc1	0	10%	5%	-10%	8%	1%	-22%	20%	9%
Cc1ccc(S(=O)(=O)N2CCCc3cc(NS(=O)(=O)c4ccc(F)cc4)ccc32)cc1	-2	-5%	3%	-9%	41%	1%	-9%	-18%[59 µM]	-22%
